Source: PubChem
FEN1 inh – human FEN1 inhibition; P39748; Recombinant FEN1 flap cleavage, fluorescence, 15 min; Potency, µM (doses to about 114 µM), for inactives: top-dose activity change, negative = inhibition, usual class: inhibitors; hit rate 0.35% among 390,000; AID 588795; note: nearly all actives have a fitted effect of over 65% in size
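Nuclease activity of 10 nM FEN1 was measured after 15 min of room-temperature exposure to titrated compounds, by adding 50 nM flap substrate and reading plates at 0 and 15 min.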
N370S GC – N370S glucocerebrosidase modulation, Gaucher chaperone candidate; N370S GC spleen homogenate, 4MU-glucoside fluorescence; Potency, µM (highest dose often 59.4 µM), for the others: at the top dose activity change, negative = inhibition, usual class: inhibitors; hit rate 0.092% among 330,000; AID 2101; P04062;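 note: 0% = full enzyme activity and -100% = no enzyme basal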
GCN5L2 inh – GCN5L2 (KAT2A) acetyltransferase inhibition; hit rate 0.21% among 390,000; AID 504327; GCN5L2 HAT assay, ThioGlo1 CoA-SH fluorescence; Q92830; Potency, µM (highest dose often 58.9 µM), for the others: at the highest dose activity change, negative = inhibition, actives largely listed as inhibitors
Target sequence (Q92830 whole entry, looked up): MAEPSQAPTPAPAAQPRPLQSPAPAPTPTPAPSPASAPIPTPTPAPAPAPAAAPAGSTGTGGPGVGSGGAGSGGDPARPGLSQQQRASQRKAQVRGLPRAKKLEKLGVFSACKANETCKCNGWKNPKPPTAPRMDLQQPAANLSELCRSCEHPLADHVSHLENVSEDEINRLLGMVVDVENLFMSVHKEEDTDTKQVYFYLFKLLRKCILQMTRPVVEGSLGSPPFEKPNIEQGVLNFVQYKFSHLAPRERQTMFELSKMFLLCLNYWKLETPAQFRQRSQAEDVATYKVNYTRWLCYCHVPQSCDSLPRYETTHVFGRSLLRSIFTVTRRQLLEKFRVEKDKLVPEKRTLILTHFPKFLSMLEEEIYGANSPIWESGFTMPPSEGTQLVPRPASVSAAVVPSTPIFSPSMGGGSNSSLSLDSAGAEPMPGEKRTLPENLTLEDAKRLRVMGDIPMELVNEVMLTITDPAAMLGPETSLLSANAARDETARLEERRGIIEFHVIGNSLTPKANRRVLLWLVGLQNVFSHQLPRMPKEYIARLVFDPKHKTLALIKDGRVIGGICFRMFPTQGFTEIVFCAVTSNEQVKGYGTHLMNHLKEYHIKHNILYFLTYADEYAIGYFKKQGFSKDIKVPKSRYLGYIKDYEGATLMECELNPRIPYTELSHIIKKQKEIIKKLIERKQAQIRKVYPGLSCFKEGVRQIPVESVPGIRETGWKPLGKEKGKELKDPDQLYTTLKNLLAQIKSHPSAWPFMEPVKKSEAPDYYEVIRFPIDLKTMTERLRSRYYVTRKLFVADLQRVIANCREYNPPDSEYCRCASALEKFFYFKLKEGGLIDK
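GCN5L2 (20 nM) in 50mM HEPES pH 7.5, 0.1mM EDTA, 0.01% Tween-20 preincubated 15 min with compounds at room temperature. Reaction started with H3(1-25) 75uM, acetyl-CoA 70uM, ThioGlo1 50uM; CoA-thiol fluorescence (Ex340/Em540) read at 0 and 20 min.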
* marks the source's active call; other numbers are inactive results; ? = inconclusive; / = not tested or not shown; & = joins results of further samples; [ ] = another dose, or the depositor's remark. Calls come from the whole dose curve; as a rule, active = well fitted curve in the direction sought with a large enough effect; inconclusive = small, poorly fitted or top-dose-only effect, or another doubt; inactive = no such curve, though single readings can be large; an effect the other way counts as inactive or inconclusive. Unless noted, % is set by controls: 0 for no effect and ±100 for the full control effect; potency is the fitted concentration of half-maximal effect.

item | SMILES | GCN5L2 inh | FEN1 inh | N370S GC
1 | COc1ccccc1N(C)S(=O)(=O)c1ccc(C)c(C(=O)NC(C)c2ccccn2)c1 (stereo not given) | 1% | 0% | /
2 | CCOP(=O)(OCC)C(NC(=O)Nc1ccc(Cl)c(Cl)c1)c1ccccc1 (stereo not given) | -12% | 3% | 5%
3 | CC(C)Cc1cc(C(=O)N2N=C(C(F)F)CC2(O)C(F)F)c2ccccc2n1 (stereo not given) | -8% | -4% | -17%
4 | O=C1OCCN1/N=C\c1ccc([N+](=O)[O-])o1 | -2%[21.4 µM] | / | -2%[21.6 µM]
5 | C=C(C)C1Cc2c(C)nn(-c3cccc4cccnc34)c2C1 (stereo not given) | 1% | -9% | -1%
6 | O=S1(=O)Cc2cc3ccccc3cc2C1 | 2% | -5% | 1%
7 | COc1ccc(NC(=O)C2CC(c3ccccc3Cl)=NO2)cc1 (stereo not given) | -2% | -1% | 5%
8 | O=C(O)c1c(-c2ccccc2)nnc2ccccc12 | 1% | -7% | -15%
9 | CCCc1cc(=O)n2[nH]c(NCc3ccccc3Cl)nc2n1 | -9% | -14% | 2%
10 | O=C(C1CCCO1)N1CCN(S(=O)(=O)c2cc(F)ccc2F)CC1 (stereo not given) | -2% | 0% | -3%
11 | COCc1cc(C)nc2sc(C(=O)Nc3ccccc3Br)c(N)c12 | -14% | -2% | 8%
12 | NC(=O)[C@@H]1CCCNc2c(I)cc([N+](=O)[O-])cc2C(=O)N[C@@H](Cc2ccccc2)C(=O)N[C@@H](Cc2cnc[nH]2)C(=O)N1 | -5% | -14% | -17%
13 | COc1ccc(NC(C)=O)cc1NC(=O)CSc1nnc(-c2ccccc2)n1N | / | 2% | 1%
14 | CCOc1ccc(NC(=O)CN(C)C(=O)/C=C/c2ccc(S(=O)(=O)N3CCCCCC3)cc2)cc1OCC | 1% | 7% | -3%
15 | CSCCC(NC(=O)c1ccco1)C(=O)OCc1cc([N+](=O)[O-])cc2c1OCOC2 (stereo not given) | -3% | -2% | 11%
16 | CC(C)c1nnc(NC(=O)CCC(=O)Nc2ccc(F)cc2)s1 | -1% | -1% | 7%
17 | COC(=O)c1ccc(COc2ccc3c(C)c(C)c(=O)oc3c2)o1 | -1% | -20% | 10%
18 | Cc1cc(OCC(=O)Nc2cc(-c3nc4ncccc4o3)ccc2C)ccc1Cl | -3% | -8% | /
19 | COc1cc(NS(=O)(=O)c2cc(C(=O)NCCc3ccccn3)ccc2OC)cc(OC)c1 | -7% | -9% | /
20 | Cc1cc(C(=O)NN=C2CCCCCCC2)c2ccccc2n1 | -1% | 2% | -6%
21 | COC(=O)Nc1nc(C)c(C(=O)c2ccccc2)s1 | 1% | 1% | -28%
22 | O=C(Nc1c2c(nn1-c1ccc(F)cc1)CS(=O)C2)c1ccc(S(=O)(=O)N2CCOCC2)cc1 (stereo not given) | -4% | -15% | -2%
23 | Cc1ccc(C)c(Cn2c(=O)n(-c3ccc(Cl)cc3)c(=O)c3c4c(sc32)CCC4)c1 | 1% | 14% | /
24 | Cc1cccc(C(=O)NCCN2CCOCC2)c1[N+](=O)[O-] | -4% | 9% | 6%
25 | C=CC[C@@H](CC(=O)N[C@@H](CO)Cc1ccccc1)C(=O)N[C@H](COC(=O)[C@@H](CC=C)CC(=O)OC(C)(C)C)Cc1c[nH]c2ccccc12 | -14% | -31% | /

Whole records, looked up by structure.
`COCc1cc(C)nc2sc(C(=O)Nc3ccccc3Br)c(N)c12` as listed: GCN5L2 inh: -14%; FEN1 inh: -2%; N370S GC: 8%
`COc1ccccc1N(C)S(=O)(=O)c1ccc(C)c(C(=O)NC(C)c2ccccn2)c1` (stereo not given) as listed: GCN5L2 inh: 1%; FEN1 inh: 0%; N370S GC: /
`O=C(Nc1c2c(nn1-c1ccc(F)cc1)CS(=O)C2)c1ccc(S(=O)(=O)N2CCOCC2)cc1` (stereo not given) as listed: GCN5L2 inh: -4%; FEN1 inh: -15%; N370S GC: -2%

New compounds follow.
item | SMILES | GCN5L2 inh | FEN1 inh | N370S GC
26 | N#CC1(NC(=O)CN2CCc3ccccc3C2)CCCC1 | 0% | 0% | -8%
27 | CCOCCn1c(=O)c2c(nc3n2CCCN3CCc2ccccc2)n(C)c1=O | -9% | 13% | -7%
28 | COc1ccc2nc(NC(=O)Nc3cccc4ccccc34)sc2c1 | -3% | -2% | -11%
29 | COc1ccc(NC(=O)Cn2c(=O)n(Cc3ccc(C(=O)NCc4ccccc4Cl)cc3)c(=O)c3ccccc32)cc1OC | -5% | 15% | /
30 | O=C(O)C1=C[C@H](c2ccc(Br)cc2)C[C@H](OCc2ccc(CO)cc2)O1 | -3% | -8% | -13%
31 | CC(=O)C[C@H](O)CC(=O)[C@@H]1OC(=O)CCCCCCc2ccccc21 | 1% | -2% | /
32 | O=C(NCc1ccccn1)C1CCN(S(=O)(=O)c2ccccc2F)CC1 | -1% | 23% | /
33 | O=S(=O)(c1ccccc1)c1nc(-c2ccc(Cl)cc2Cl)oc1N1CCCCCC1 | -7% | -6% | /
34 | N=C1C(c2nc3ccccc3s2)=C(O)CN1NC(=O)c1ccccc1[N+](=O)[O-] | -6% | -5% | 8%
35 | CC(=O)C1=C(c2ccc(Cl)c(Cl)c2)N(C(C)=O)n2c(nnc2-c2ccccc2)S1 | -11% | -6% | /
36 | Cc1ccccc1NC(=O)Cn1c(=O)n(CCc2ccccc2)c(=O)c2ccccc21 | 0% | 19% | /
37 | CC(C)C(=O)NCC1(N(C)C)CCCCC1 | -12% | 0% | /
38 | CCCC1(C)Nc2ccccc2-c2nc3ccccc3n21 (stereo not given) | ? | -23% | 21%
39 | CCOC(=O)c1[nH]cnc1C(=O)Nc1ccncc1 | 0% | -8% | 3%
40 | CC(C)NC(=O)CCn1ccc2cc(S(=O)(=O)N3CCCC3)ccc21 | -6% | 17% | -9%
41 | CCOC(=O)C1CCCN(C(=O)COC(=O)c2cc(=O)c3ccccc3o2)C1 (stereo not given) | -9% | -13% | -10%
42 | Cc1ccc(CC(=O)NC2CCN(C)CC2)cc1 | 0% | 1% | -2%
43 | Oc1ccc(O)cc1 | -17% | ? | 2%&-8%&-6%
44 | Cc1c([N+](=O)[O-])nnn1-c1cc(Cl)cc(Cl)c1 | -1% | -6% | 6%
45 | CC(C)CC(C(=O)Nn1cnnc1)N1C(=O)c2ccccc2C1=O (stereo not given) | -5% | -1% | -7%[2.35 µM]
46 | Cc1nc2scc(C)n2c(=O)c1S(=O)(=O)Nc1ccc(F)cc1 | -4% | -14% | -19%
47 | O=C1Nc2ccc([N+](=O)[O-])cc2OC1CCN1CCN(Cc2ccccc2)CC1 (stereo not given) | -22% | -5% | -1%
48 | Cc1cccc(C(=O)OC2CCOC2=O)c1C (stereo not given) | -2% | 14% | -3%
49 | CC(C)=CC[N+]1(C)CCCCC1 | -3% | 0% | 14%
50 | COc1ccc(NC(=O)/C=C/c2cc(OC)c(OC)c(OC)c2)cn1 | -4% | 3% | -2%
51 | O=c1oc(Nc2ccccc2Cl)nc2ccccc12 | -8% | -5% | -10%
52 | COc1ccc(CC(=O)Nc2nc3ccccc3[nH]2)cc1 | -16% | -2% | 12%
53 | O=C(/C=C/c1ccco1)NC(=S)Nc1nc(-c2ccc(Cl)cc2)cs1 | -4% | -1% | -4%
54 | Oc1ccccc1-c1nnc(SCCN2CCOCC2)n1Cc1ccccc1 | -6% | -14% | -5%
55 | Cc1c(C(=O)Nc2cccnc2)oc2ccc(Br)cc12 | -3% | 0% | 23%
56 | COc1cc2cc(C(=O)Nc3ccccc3)c(N)nc2cc1OC | -18% | ? | -3%
57 | COC(C[C@@H]1O[C@H]1[C@@H](O)COCc1ccccc1)OC | 30% | 17% | 4%
58 | Cn1cnnc1SCC(=O)NC(=O)NCc1ccccc1 | -1% | 16% | /
59 | O=C(CSc1nc(-c2cccs2)cc(C(F)(F)F)n1)Nc1cc(OCC(F)(F)C(F)F)cc([N+](=O)[O-])c1 | 0% | 11% | 12%
60 | C=CCNC(=O)CN1N=C(c2ccc(C)cc2)CCC1=O | -2% | 9% | 0%
61 | CCOc1ccc(-n2c(SCC(=O)N3CCCCCC3)nc3c([nH]c4ccccc43)c2=O)cc1 | -6% | -6% | /
62 | Cc1cc(C(=O)Nc2ncn(Cc3ccc(F)cc3)n2)ccc1[N+](=O)[O-] | -6% | 13% | 5%
63 | Cc1ccccc1C(=O)N1CCC(C(=O)Nc2cccc(S(=O)(=O)N3CCCCC3)c2)CC1 | 1% | 13% | /
64 | CSc1ncc(OCc2ccccc2)c(=O)[nH]1 | -4% | 16% | 0%
65 | O=C(Cc1ccccc1Cl)Nc1ccc(S(=O)(=O)Nc2nccs2)cc1 | -24% | 17% | -7%
66 | COc1ccc2cc(C#N)c(N3CCN(C(=O)c4ccccc4C)CC3)nc2c1 | -7% | -15% | -11%
67 | COc1ccc(CNC(=O)C2CCN(S(=O)(=O)N3CCC(C)CC3)CC2)c(OC)c1 | -9% | 15% | /
68 | CCOc1ccc(NC(=O)c2ccc3c(=O)n4nc(Nc5ccccc5C)sc4nc3c2)cc1 | -2% | 2% | /
69 | Cc1ccc2nnn(Cc3cccc(C(C)(C)C)c3O)c2c1 | -14% | ? | -4%
70 | Cc1csc(NC(=O)CCCSc2nc3ccccc3s2)n1 | -9% | -25% | 10%
71 | CC(C)NC(=O)N1CCCC2(CCN(C(=O)c3cccc(F)c3)CC2)C1 | -4% | / | -1%
72 | COc1cccc(Cn2c(=O)cnc3cnc(Nc4cccc(OC)c4)nc32)c1 | 0% | / | 6%
73 | COc1cc(OC)cc(C(=O)Nc2ccc(N3CCOCC3)cc2N2CCOCC2)c1 | -5% | -6% | /
74 | Cc1ccc(NC(=O)c2cccs2)cc1NC(=O)c1cccnc1 | -2% | 19% | -4%
75 | CCn1c(C(=O)N2CCc3ccccc3C2)cc2sccc21 | -11% | -7% | 3%

Other results follow:
item | SMILES | GCN5L2 inh | FEN1 inh | N370S GC
76 | Cc1nc(NC(=O)CSc2nc3cccnc3n2C2CCCCC2)sc1C | -3% | -3% | -3%
77 | Cc1cc(CN2CCN(CCC#N)CC2)c(O)c(C2(C)CCCCC2)c1 | 0% | -7% | -11%
78 | O=C1CCC(C(=O)OC(C(=O)c2c[nH]c3ccccc23)c2ccccc2)=NN1 (stereo not given) | -2% | -8% | -16%
79 | CC(=O)NC1CC2CCCC(C1)N2C(=O)Nc1ccc(Cl)c(C(F)(F)F)c1 (stereo not given) | -9% | -3% | 4%
80 | Cc1nc(Nc2ccc3c(c2)OCO3)c2oc3ccccc3c2n1 | ? | ? | -2%
81 | CCN(C(=O)c1coc(=O)c(Br)c1)c1ccc2c(c1)OCO2 | -8% | ? | 15%
82 | COCCCNC(=O)c1ccc(CN2CCc3ccccc3C2)cc1 | -6% | -3% | 1%
83 | Cc1ccc(N2C(=O)NC(C(F)(F)F)(C(F)(F)F)C3=C2CC(C)(C)CC3=O)cc1 | 2% | -1% | 4%
84 | Cc1cccc(NC(=O)/C(C#N)=C\c2cc(C)n(-c3ccc(C(=O)O)cc3)c2C)c1 | -3% | 14% | -9%
85 | Cc1ccnc(SCc2cc(=O)c(OC(=O)c3ccc(S(=O)(=O)N(C)C)cc3)co2)n1 | -5% | -2% | 2%
86 | CC(=O)N1CCn2c3c(c4cc(C)ccc42)CCCC31 (stereo not given) | -2% | -14% | -16%
87 | CCOc1ccc(C(=O)NC(=S)Nc2ccccc2N2CCCCC2)cc1[N+](=O)[O-] | -6% | 6% | 9%
88 | Cn1cc(CN2CCCCC2c2ccccn2)c(-c2ccc3c(c2)OCCO3)n1 (stereo not given) | ? | 13% | 2%
89 | Cc1cccc(-n2c(SCc3cc(=O)n4ccsc4n3)nc3ccccc3c2=O)c1 | 0% | 7% | 2%
90 | COc1ccc(-n2ncc(S(=O)(=O)c3ccccc3)c2-c2ccc(Cl)cc2)cc1 | -8% | -19% | 5%
91 | O=c1c(S(=O)(=O)c2cccc(Cl)c2)cn(Cc2ccccc2)c2cc(N3CCCCC3)c(F)cc12 | -6% | -4% | /
92 | COC(=O)CCc1c(C)c(C(=O)c2cc(F)c(F)c(F)c2F)c2ccccn12 | 0% | 9% | ?
93 | CC(C)OCC(O)Cn1c(N2CCCC2)nc2c1c(=O)[nH]c(=O)n2C (stereo not given) | -4% | 8% | -6%
94 | CSc1ccc(NC(=O)NCc2cccnc2)cc1 | -3% | 1% | 0%
95 | Cc1ccc(C(C)C)cc1NC(=O)Nc1ccc([N+](=O)[O-])cc1 | -27% | -26% | -7%
96 | Oc1ccc(N2CCN(Cc3c(-c4ccccc4)nc4ccccn34)CC2)cc1 | -9% | 2% | ?
97 | CCCCOC(=O)c1cccc(NC(=O)c2cc3ccccc3o2)c1 | -10% | -21% | /
98 | COc1ccccc1NC(=O)CSC1=Nc2ccccc2N=C(c2ccc(F)cc2)C1 | -5% | -8% | /
99 | Cc1ccc2nc(N3CCN(c4cccc(C(F)(F)F)c4)CC3)c3nnnn3c2c1 | 14% | -4% | /
100 | O=C(Nc1ccccn1)c1ccc(CN(c2ccccc2)S(=O)(=O)c2ccccc2)cc1 | -16% | -10% | 5%

These rows are one share of the data; count on the stated rates, not on these rows.
